TMEM16A inh = mouse TMEM16A channel inhibition, primary screen; Q8BHY3; HEK293 TMEM16A/YFP iodide influx fluorescence, ionomycin; normalized B-score (activity score, 25-100; higher = stronger inhibition) at 10 µM; 1.2% of 310,000 active;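 active means ratio plate-corrected score three or more library SD toward inhibition, starting fluorescence score within five deviations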;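 further: score derived from kinetic fluorescence span divided by baseline fluorescence per well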
RGS4 pot = RGS4 potentiation or activation. HEK293 M3R/inducible RGS4, carbachol calcium flux Fluo4; hits give low values. B-score at 10 µM. 0.92% of 310,000 active;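 active means B-score of the integrated calcium signal more than 4 SD below the library mean, with starting fluorescence not abnormally high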;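 further: negative B-score means reduced calcium response which marks RGS4 activation or potentiation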
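Material: Inducible-RGS4 HEK293 cells carrying M3 receptor; also added: carbachol at ECmax as muscarinic agonist stimulus; incubation: compound preincubation 20 min at room temperature before agonist; signal: Fluo4-AM (2 µM) calcium-flux fluorescence, kinetic read; measure: integrated calcium ratio converted to B score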
KCNK3 inh = human KCNK3 channel inhibition, primary screen; 0.84% of 340,000 active; O14649; B-score at 10 µM; CHO-KCNK3 thallium flux, FluxOR fluorescence; hits give low values; AID 602410;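 active means B-score under library mean minus 4 SD, starting fluorescence ratio at most library mean plus 5 SD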;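 further: more negative B-score means stronger inhibition of thallium flux through KCNK3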
hERG protect = shields human hERG channel from block by proarrhythmic agents | Q12809 | CHO-hERG, FluxOR thallium flux, dofetilide IC70 present | activation (rescue from dofetilide block), less the hit threshold, % at 10 µM | 0.51% of 310,000 active;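 active means activation above the mean of controls blocked by dofetilide plus 5 SD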;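 further: thallium influx through hERG after potassium depolarization seen as dye fluorescence rise; in these data hits start at about 4.7%; inactives centre near -7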
RGS4 block = inhibitors of human RGS4 | P49798 | HEK293 M3R/RGS4 inducible, Fluo-4 calcium flux; hits give high values; triggered by carbachol at its EC20 | B-score at 10 µM | 0.45% of 310,000 active;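 active means B-score, a plate-corrected calcium signal, over three deviations above library mean, with baseline fluorescence within five deviations of library mean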;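 further: RGS4 expression induced by doxycycline in cells with stable M3 receptor; B-score is computed from the integrated fluorescence ratio over baseline after carbachol; higher B-score means a larger calcium signal and so more RGS4 inhibition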
KCNQ1 act = human KCNQ1 channel potentiation or activation; CHO-K1 KCNQ1, thallium flux FluxOR fluorescence; hits give high values; B-score at 10 µM; AID 2648; 0.35% of 310,000 active; P51787;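 active means fluorescence ratio B-score, a plate-corrected score, at least three library SD, with initial intensity B-score within 5 SD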
Target sequence (P51787 whole entry, looked up): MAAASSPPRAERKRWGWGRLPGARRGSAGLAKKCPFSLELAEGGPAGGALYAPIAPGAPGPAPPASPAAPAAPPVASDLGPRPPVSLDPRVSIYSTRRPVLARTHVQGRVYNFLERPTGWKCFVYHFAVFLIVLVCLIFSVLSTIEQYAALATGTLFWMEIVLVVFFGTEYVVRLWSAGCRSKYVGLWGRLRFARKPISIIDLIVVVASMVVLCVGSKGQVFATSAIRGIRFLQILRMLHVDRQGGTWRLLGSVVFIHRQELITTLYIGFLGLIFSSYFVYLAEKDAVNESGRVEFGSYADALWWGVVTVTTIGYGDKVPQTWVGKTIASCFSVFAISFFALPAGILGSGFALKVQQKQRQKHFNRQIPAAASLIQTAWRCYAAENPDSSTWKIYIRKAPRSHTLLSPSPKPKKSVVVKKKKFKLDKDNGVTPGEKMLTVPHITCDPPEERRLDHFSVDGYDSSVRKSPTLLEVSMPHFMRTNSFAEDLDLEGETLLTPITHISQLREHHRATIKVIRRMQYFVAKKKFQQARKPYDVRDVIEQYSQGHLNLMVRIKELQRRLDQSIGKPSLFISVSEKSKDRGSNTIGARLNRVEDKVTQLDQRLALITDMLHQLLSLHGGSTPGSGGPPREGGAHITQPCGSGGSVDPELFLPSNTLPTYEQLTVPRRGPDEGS
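Assay system: stable KCNQ1 CHO-K1 line; medium: assay buffer, equal DMSO in all wells; timing: 90 min dye loading and 20 min compound exposure, both at room temperature; technique: kinetic FluxOR thallium fluorescence, 10-s 1-Hz baseline, 110-s post-stimulus read; read-out basis: B score of baseline-normalized fluorescence ratio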
HDAC3 inhib = blocks human histone deacetylase 3 | 0.15% of 320,000 active | inhibition, % at 8.3 µM | O15379 | recombinant HDAC3, fluorogenic peptide/trypsin coupled, fluorescence; in the data active means inhibition above about 26%, passing the limit was not always enough; inconclusive means no clear call, values can overlap the other calls
KCNQ1 inh = human KCNQ1 channel inhibition; CHO-K1 KCNQ1, FluxOR thallium flux fluorescence; hits give high values; B-score at 10 µM; 1.3% of 310,000 active; AID 2642;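 active means compounds whose thallium flux B-score, printed positive for inhibition, exceeds three library SD while starting fluorescence stays within three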;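 further: channel opened by potassium depolarization with thallium stimulus after 20 min compound exposure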
ANO1 activ = activators or potentiators of mouse TMEM16A chloride channel | B-score at 10 µM | 0.3% of 340,000 active | HEK293 TMEM16A/YFP-H148Q/I152L, iodide quench fluorescence; hits give low values;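 active means fluorescence-ratio B-score plate-corrected deviation score at least 3 library SD below zero, with starting fluorescence score within 5 deviations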;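 further: channel opened by trigger with iodide after compound preincubation; score built on the fluorescence ratio of max minus min over baseline; more negative score means more quench and so TMEM16A activation or potentiation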
KCNK9 inh = inhibitors of human KCNK9 two-pore domain potassium channel. HEK293 KCNK9, FluxOR thallium flux fluorescence; hits give low values. B-score at 10 µM. 1.2% of 310,000 active;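 active means ratio B-score over 3 SD below the library mean, with starting fluorescence within 5 SD of its mean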;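 further: negative B-score means less thallium flux so channel inhibition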
Target sequence (Q9NPC2 whole entry, looked up, the tested form may be a part): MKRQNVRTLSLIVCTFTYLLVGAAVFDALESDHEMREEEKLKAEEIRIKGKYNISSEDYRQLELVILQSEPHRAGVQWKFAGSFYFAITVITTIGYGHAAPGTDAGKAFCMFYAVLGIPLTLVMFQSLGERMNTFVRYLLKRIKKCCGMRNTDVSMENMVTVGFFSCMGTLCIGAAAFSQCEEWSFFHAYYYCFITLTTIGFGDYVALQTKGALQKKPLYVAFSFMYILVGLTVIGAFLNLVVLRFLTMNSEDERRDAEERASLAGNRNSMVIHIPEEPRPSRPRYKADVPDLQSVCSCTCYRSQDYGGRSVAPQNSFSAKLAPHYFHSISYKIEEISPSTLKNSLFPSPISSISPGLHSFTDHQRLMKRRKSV
SKKanGAS inh = SKKanGAS growth inhibition; S. pyogenes SKKanGAS, kanamycin growth, BacTiter-Glo, 6 h; 1.3% of 300,000 active; inhibition, % at 7.5 µM; AID 1662;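 active means mean replicate score, as percent of positive control median, at least 50; inconclusive means mean below 50 but one replicate at or above 50; inactive means mean and every replicate below 50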;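 further: strain carries kanamycin resistance gene driven by streptokinase promoter and grows in 40 µg/ml kanamycin; loss of luminescence reflects streptokinase promoter inhibition or plain growth inhibition; 0% = median of DMSO wells and 100% = positive control at its reference dose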
* = called active by the depositor; i = inactive; ? = inconclusive; . = not tested or not shown.

Sample of the layout, three compounds:
SMILES	TMEM16A inh	RGS4 pot	KCNK3 inh	hERG protect	RGS4 block	KCNQ1 act	HDAC3 inhib	KCNQ1 inh	ANO1 activ	KCNK9 inh	SKKanGAS inh
COc1ccc(Cl)cc1-c1nc(SCC(N)=O)n[nH]1	i	i	i	-6	i	i	5	i	i	i	-1
Cc1ccc(N=Nc2c(=O)[nH]n3c(C)cc(C)nc23)cc1	i	i	i	-10	i	i	13	i	i	i	4
O=C(NC(Cc1ccccc1)c1nc2ccccc2[nH]1)c1cccc([N+](=O)[O-])c1 (stereo not given)	i	i	i	-7	i	i	0	i	i	i	3

The listing, repeating the preview:
SMILES	TMEM16A inh	RGS4 pot	KCNK3 inh	hERG protect	RGS4 block	KCNQ1 act	HDAC3 inhib	KCNQ1 inh	ANO1 activ	KCNK9 inh	SKKanGAS inh
COc1ccc(Cl)cc1-c1nc(SCC(N)=O)n[nH]1	i	i	i	-6	i	i	5	i	i	i	-1
Cc1ccc(N=Nc2c(=O)[nH]n3c(C)cc(C)nc23)cc1	i	i	i	-10	i	i	13	i	i	i	4
O=C(NC(Cc1ccccc1)c1nc2ccccc2[nH]1)c1cccc([N+](=O)[O-])c1 (stereo not given)	i	i	i	-7	i	i	0	i	i	i	3
COc1cccc(/C=N/NC(=O)C(=O)Nc2ccccc2OC(F)(F)C(F)F)c1O	i	i	i	-5	i	i	-3	i	i	i	38
CC1CCN(C(C)C(=O)Nc2ccccc2-c2ccccc2)CC1 (stereo not given)	i	i	i	0	i	i	5	i	i	i	-9
Cc1[nH]nc2c1C(c1ccc(O)cc1)C1=C(CC(C)(C)CC1=O)N2 (stereo not given)	i	i	i	-10	i	i	0	i	i	i	4
COc1cc(NC(=S)N2CCC(C(N)=O)CC2)c(OC)cc1Cl	i	i	i	-10	i	i	-3	i	i	i	-2
CN1CCN(S(=O)(=O)c2cccc(C(=O)Nc3sc4c(c3-c3nc5ccccc5[nH]3)CCCC4)c2)CC1	i	i	i	-23	i	i	7	i	i	i	29
O=C(O)c1ccc(NC(=O)c2cccc(C(=O)Nc3ccc(C(=O)O)cc3)c2)cc1	i	i	i	-2	i	i	3	i	i	i	-1
Cc1cc(OCC(=O)O)c2cccc(C)c2n1	i	i	i	-11	i	i	-5	i	i	i	-1
COc1nnc(-c2ccccc2)s1	i	i	i	-12	i	i	8	i	i	i	-3
CCCNC(=O)c1cc(-c2ccc3c(c2)OCO3)on1	i	i	i	-6	i	i	5	i	i	i	1
CSCCC(N=C(NS(=O)(=O)c1ccccc1)c1ccccc1)C(=O)O (stereo not given)	i	i	i	-5	i	i	.	i	i	i	-4
CCC[n+]1c2ccccc2cc2ccccc21	i	i	i	-17	i	i	-17	i	i	i	-6
CCOc1ccc(NC(=O)CN2CCc3cc4c(cc3C2)OCCCO4)cc1OCC	i	i	i	-10	i	i	-3	i	i	i	-3
Cc1ccc(C)c(NC(=O)CCN2CCN(c3ccccc3F)CC2)c1	i	i	i	-6	i	i	-1	i	i	i	-2
COc1ccc(S(=O)(=O)Nc2ccccc2C)cc1	i	i	i	-9	i	i	-3	i	i	i	-4
Cc1ccc(Cl)cc1NC(=O)C1CCCN(c2cnccn2)C1 (stereo not given)	i	i	i	0	i	i	-7	i	i	i	-5
COc1ccc(C)cc1NS(=O)(=O)c1ccc2c(c1)CCN2C(C)=O	i	i	i	-1	i	i	-1	i	i	i	0
Cc1ccc(C(=O)CC(C(=O)O)n2ccc(C)n2)cc1 (stereo not given)	i	i	i	-6	i	i	7	i	i	i	2
Cc1nn(-c2ccccc2)c(N2CCCC2)c1/C=N/NC(=S)Nc1ccc(F)cc1	i	i	i	-8	i	i	2	i	i	i	35
CC1CCCCN1C(=O)CCS(=O)(=O)c1cccc2nonc12 (stereo not given)	i	i	i	-9	i	i	3	i	i	i	-2
COc1cc(/C=C/C(=O)Oc2coc(CSc3ncccn3)cc2=O)cc(OC)c1OC	i	i	i	-15	i	i	-3	i	i	i	-13
CCc1cc(Br)ccc1NC(=O)C1CCCO1 (stereo not given)	i	i	i	-7	i	i	6	i	i	i	1
COc1ccc(-c2[nH]ncc2CN(C)CCCN2CCOCC2)cc1F	i	i	i	-12	i	i	6	i	i	i	1
O=C(Nc1ccc(Cl)c(Cl)c1)Nc1cc(S(=O)(=O)N2CCOCC2)ccc1N1CCCC1	i	-9.2*	i	-6	i	i	3	i	i	i	39
COc1ccc(C2CCCN2C(=S)Nc2c(C)cccc2C)cc1OC (stereo not given)	i	i	i	-9	i	i	-2	i	i	i	-5
Cc1ccc(NCCCCO)cc1C	i	i	i	-6	i	i	1	i	i	i	8
CCOc1ccc(S(=O)(=O)n2nnc3ccccc32)cc1C	i	i	.	-4	i	i	2	i	.	i	1
CCOC(=O)c1ccc(S(=O)(=O)NC2CC2)cc1	i	i	i	-4	i	i	-2	i	i	i	-12
CCCCCCCN1C2=NCCN2c2ccccc21	i	i	i	-13	i	i	1	i	i	i	1
C/C(=N\NC(=O)Cc1ccc(F)cc1)c1ccc(F)cc1	i	i	i	-13	i	i	1	i	i	i	4
CN(C)S(=O)(=O)c1cccc(C(=O)NC2CCSc3ccccc32)c1 (stereo not given)	i	i	i	-3	i	i	1	i	i	i	-2
Nc1nc(N2CCN(c3ccc(Cl)cc3)CC2)n[nH]1	i	i	i	-4	i	i	-5	i	i	i	4
O=S1(=O)CCC(NC(=S)N2CCOCC2)C1 (stereo not given)	i	i	i	-8	i	i	-11	i	i	i	3
CN(c1ccc(C(=O)NCCSCc2ccccc2)cc1)S(=O)(=O)c1ccccc1	i	i	i	-5	i	i	-6	i	i	i	-1
Cc1nn(-c2ccccc2)c2sc(C(=O)c3c(N)n(C)c(=O)n(C)c3=O)cc12	i	i	i	1	i	i	-8	i	i	i	10
COc1ccc(S(=O)(=O)N2CCCC(C(=O)Nc3ccc(NC(=O)c4ccccn4)cc3)C2)cc1 (stereo not given)	i	i	i	-10	i	i	-10	i	i	i	14
COc1ccc(/C=C/c2onc(C)c2S(=O)(=O)N2CCC(C(=O)N3CCCCCC3)CC2)cc1	i	i	i	-9	i	i	6	i	i	i	9
COC(=O)C1C(=O)c2c([nH]c(C(=O)OC3CCCC3C)c2C)CC1C (stereo not given)	i	i	i	-3	i	i	4	i	i	i	1
COc1ccc(N2C(=O)NC(NS(=O)(=O)c3ccc(Cl)cc3)(C(F)(F)F)C2=O)cc1 (stereo not given)	i	i	i	-9	i	i	6	i	i	i	-3
O=C(Cn1cnc2scc(-c3ccccc3)c2c1=O)N1CCOCC1	i	i	i	-4	i	i	-1	i	i	i	0
CCOc1ccccc1NC(=O)CSc1nc(=O)n(CCN2CCOCC2)c2c1CCCC2	i	i	i	-14	i	i	-5	i	i	i	-5
O=Cc1cn(-c2ccccc2)nc1-c1cc2ccccc2oc1=O	i	i	i	-9	i	i	-7	i	i	i	8
O=C1c2ccccc2C(=O)N1CCCCN(C(=O)c1cc2ccccc2oc1=O)c1ccc(F)cc1F	i	i	i	-8	i	i	1	i	i	i	10
Cc1cc(=O)[nH]c(SCC(=O)Nc2ncc(S(=O)(=O)c3ccc([N+](=O)[O-])cc3)s2)n1	i	i	i	-15	i	i	2	i	i	i	4
CCn1c2ccccc2c2cc(NC(=O)CNCC3CCCO3)ccc21 (stereo not given)	i	i	i	-13	i	i	?	i	i	i	-3
O=C(CSc1nnnn1C1CCCC1)NCc1ccccc1	i	i	i	-8	i	i	-4	i	i	i	-3
CCOc1ccc(NS(=O)(=O)c2ccc(C(=O)N3CCCC3)cc2)cc1	i	i	i	-10	i	i	2	i	i	i	17
CC(C)(C)c1ccc(OCC(O)CN2CCOCC2)cc1 (stereo not given)	i	i	i	-4	i	i	-4	i	i	i	-6

Later entries.
SMILES	TMEM16A inh	RGS4 pot	KCNK3 inh	hERG protect	RGS4 block	KCNQ1 act	HDAC3 inhib	KCNQ1 inh	ANO1 activ	KCNK9 inh	SKKanGAS inh
CCCCn1c(N)c(N(CCOC)C(=O)C2CCN(C(=O)c3ccc(F)cc3)CC2)c(=O)[nH]c1=O	i	i	i	-14	i	i	-4	i	i	i	-6
CCCC[C@@H](CNC)NC[C@H](NCCCCC1CCCCC1)C(C)C	i	i	i	-15	i	i	-9	i	i	i	9
Cc1cc(OCc2nc(-c3cccnc3)no2)c(C)cc1Br	i	i	i	-4	i	i	6	i	i	i	0
CCc1c(C(C)=O)oc2ccc3c(C)cc(=O)oc3c12	i	i	i	-9	i	i	5	i	i	i	-5
COc1ccccc1C(=O)NC(=O)CSc1nncn1C(C)C	i	i	i	-14	i	i	-10	i	i	i	-3
C#CCOCCOCCOCCNc1nc(N2CCN(C(=O)[C@H]([C@@H](C)CC)n3cc(CCCCN)nn3)CC2)nc(N2CCN(C(=O)[C@H](C)n3cc(CCC(=O)O)nn3)CC2)n1	i	i	i	-10	i	i	-4	i	i	i	3
COc1ccccc1CCCNC(=O)C1CCC(=O)N(CCc2cccc(F)c2)C1 (stereo not given)	i	i	i	-5	i	i	3	i	i	i	-3
Cc1ccc(C)c(-n2ccnc2SCC(=O)O)c1	i	i	i	-6	i	i	7	i	i	i	5
Cc1ccc(C(=O)COc2ccccc2C(=O)Nc2ccccc2)cc1	i	i	i	-5	i	i	3	i	i	i	5
COc1ccc(C(=O)Nc2ccnn2C2CCN(C(=O)C3CCOC3)CC2)cc1 (stereo not given)	i	i	i	-8	i	i	-6	i	i	i	0
CC(=O)N(Cc1cc(=O)[nH]c2ccccc12)c1ccccc1	i	i	i	-2	i	i	-5	i	i	i	3
O=C(COc1ccccc1Cl)NC(=S)Nc1ccccc1N1CCCC1	i	i	i	8.5*	i	7*	5	i	i	-13*	4
CCCNc1nc(C)nc2c1cnn2CCc1ccccc1	i	i	i	-1	i	i	0	i	i	i	-7
O=C(Nc1ncccc1O)C1CCN(S(=O)(=O)c2ccc3ccccc3c2)CC1	i	i	i	-8	i	i	15	i	i	i	-1
CC1(C)CC(=O)C(N=Nc2ccc3ncsc3c2)=C(O)C1	i	i	i	-3	i	i	6	i	i	i	0
COc1ccc(CCNC(=O)Cn2nnc(C(=O)Nc3cc(C)ccc3C)c2N)cc1OC	i	i	i	-8	i	i	?	i	i	i	9
CC1CN(c2ncc(/C=N/NC(=O)c3ccccc3O)s2)CC(C)O1 (stereo not given)	i	i	i	-5	i	i	-1	i	i	i	-2

Screening results from PubChem BioAssay.
